EPAC1 agonist = activates human EPAC1 exchange factor; O95398; EPAC1 agonist qHTS, biochemical assay; response scale: 100% = response to 6.5 mM cAMP; Potency, µM (titrated, usually from 154 µM), for the others: top-dose activation, hits mostly activators; hit rate 0.073% among 360,000; further: potency means the concentration at half of the fitted maximal effect; nearly all actives have a fitted effect of over 60% in size
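EPAC1 100 nM, Rap1B–BODIPY-GDP 250 nM, unlabeled GDP 50 uM; compound titration; 5 min RT; kinetic read ex480/em540 at 5-min intervals ×30 min; data normalized to 6.5 mM cAMP agonist control.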
PLK1 PBD block = blocks phosphopeptide binding to human PLK1 polo-box domain. Plk1 PBD binding of FITC phosphopeptide, fluorescence polarization. Potency, µM, for the others: max response, negative = inhibition, actives largely listed as inhibitors. hit rate 2.8% among 360,000; further: potency means the concentration at half of the fitted maximal effect; series mostly up to about 57 µM; on the % scale 0 is the no-effect control and ±100 the full control effect; nearly all actives have a fitted effect of over 65% in size
PI5P4K alpha inh = blocks human PI5P4K alpha kinase activity | P48426 | PI5P4Kalpha enzyme, ADP-Glo luminescence, 60 min; active compounds read low | max response, % | hit rate 1.2% among 330,000 | AID 652105; active means max response of -50% or lower; inconclusive means between -30% and -50%; inactive means -30% or higher; further: value at the top dose of about 77 µM; on the % scale 0 is the no-effect control and ±100 the full control effect
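Human PI5P4Kalpha with substrate in 0.038 M HEPES pH 7.4, 0.28 mM EGTA, 0.1% CHAPS, 5% DMSO; reaction started with 5 microM ATP (final), 60 min at room temperature. ADP formed read by ADP-Glo luminescence.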
IL2 activator = IL-2 activation | IL-2 activation reporter assay, cell-based qHTS; stimulated with anti-CD3/CD4/CD28 beads; in transgenic mouse T cells | activation, % (series mostly up to about 46 µM) | hit rate 0.065% among 360,000 | AID 652025; in the data active means activation above about 50%; inconclusive means mostly about 30% to 49%; further: 0% is about no effect
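Quantitative HTS in unstimulated transgenic mouse T cells, with memory T cells as non-tolerant control and PMA/ionomycin as tolerance-bypass control. Compound pretreatment lasted 60 minutes before 18 h bead stimulation; EGFP/DsRed fluorescence read.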
GLP1R cytotox = cytotoxic in the GLP-1 receptor inverse agonist counter-screen; HEK293 cAMP-luciferase reporter cells, luminescence, 24 h; Potency, µM (top dose mostly 38.3 µM), without a hit: at the top dose activity change, negative = inhibition, actives largely listed as inhibitors; hit rate 0.13% among 410,000; AID 624418;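 further: loss of luciferase light is scored as toxicity; potency means the concentration at half of the fitted maximal effect; on the % scale 0 is the no-effect control and ±100 the full control effect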
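Step one: seed cells (200 cells/uL, DMEM with 10% Nu serum, 1% pen-strep). Step two: 12-hour incubation at 37 deg C. Step three: pin 23 nL compound, incubate 24 hr. Step four: add luciferase reagent, read luminescence 12 min later.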
EPAC1 antagonist = EPAC1 (human) antagonism; O95398; AID 720709; hit rate 0.14% among 360,000; Potency, µM (titrated, usually from 115 µM), inactives show top-dose activity change, negative = inhibition, most hits filed as inhibitors; EPAC1 GEF assay, Rap1b-BODIPY-GDP exchange fluorescence;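 further: potency means the concentration at half of the fitted maximal effect; plate controls were vehicle for no effect and positive control for full effect; nearly all actives have a fitted effect of over 50% in size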
GLP-1R agonist = agonists of human GLP-1 receptor; hit rate 0.007% among 380,000; P43220; Potency, µM (doses to about 45.6 µM), without a hit: at the top dose activation, most hits filed as activators; HEK293 GLP-1R CRE-luciferase, luminescence, 4-6 h; cells express a hypersensitive GLP-1R form; further: potency means the concentration at half of the fitted maximal effect; % of control where 0% means no effect
Target sequence (P43220 whole entry, looked up): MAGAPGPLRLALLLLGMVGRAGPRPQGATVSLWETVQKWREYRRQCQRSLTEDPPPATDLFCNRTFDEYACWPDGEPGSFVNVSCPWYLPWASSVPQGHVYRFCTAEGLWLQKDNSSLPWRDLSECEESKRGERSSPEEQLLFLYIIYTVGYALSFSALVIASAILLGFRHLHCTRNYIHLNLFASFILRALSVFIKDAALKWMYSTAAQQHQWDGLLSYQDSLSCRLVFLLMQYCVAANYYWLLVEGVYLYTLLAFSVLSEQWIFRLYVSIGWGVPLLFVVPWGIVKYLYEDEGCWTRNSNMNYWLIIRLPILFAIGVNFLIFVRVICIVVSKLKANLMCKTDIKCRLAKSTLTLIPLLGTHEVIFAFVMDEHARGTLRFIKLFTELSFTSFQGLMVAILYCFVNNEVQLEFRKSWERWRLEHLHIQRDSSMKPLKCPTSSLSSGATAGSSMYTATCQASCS
GLP1R inv ag = inverse agonists of human GLP-1 receptor. Potency, µM (highest dose often 38.3 µM), inactives show at the highest dose activity change, negative = inhibition, actives largely listed as inhibitors. P43220. HEK293 GLP-1R CRE-luciferase, luminescence, 24 h; GLP-1R form is constitutively active. hit rate 1.6% among 410,000; further: potency means the concentration at half of the fitted maximal effect; on the % scale 0 is the no-effect control and ±100 the full control effect; nearly all actives have a fitted effect of over 55% in size
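HEK293 cells stably co-expressing a cAMP-responsive luciferase reporter and constitutively active GLP-1R were seeded, incubated 12 h, then exposed to compounds for 24 h at 37 C. Luminescence was read 12 min after detection reagent; inverse agonists lower signal.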
PTHR1 ag = activates the human parathyroid hormone receptor PTHR1. Q03431. HEK293 GP2 PTHR1 cells, GloSensor cAMP luminescence, 1 h. Potency, µM (top dose mostly 115 µM), inactives show top-dose activation, usual class: activators. hit rate 0.075% among 410,000; further: potency means the concentration at half of the fitted maximal effect; nearly all actives have a fitted effect of over 55% in size; some results filed as inactive show a strong effect at the top dose; inactives centre near -15; many of its hits are not listed in these tables
Target sequence (Q03431 whole entry, looked up): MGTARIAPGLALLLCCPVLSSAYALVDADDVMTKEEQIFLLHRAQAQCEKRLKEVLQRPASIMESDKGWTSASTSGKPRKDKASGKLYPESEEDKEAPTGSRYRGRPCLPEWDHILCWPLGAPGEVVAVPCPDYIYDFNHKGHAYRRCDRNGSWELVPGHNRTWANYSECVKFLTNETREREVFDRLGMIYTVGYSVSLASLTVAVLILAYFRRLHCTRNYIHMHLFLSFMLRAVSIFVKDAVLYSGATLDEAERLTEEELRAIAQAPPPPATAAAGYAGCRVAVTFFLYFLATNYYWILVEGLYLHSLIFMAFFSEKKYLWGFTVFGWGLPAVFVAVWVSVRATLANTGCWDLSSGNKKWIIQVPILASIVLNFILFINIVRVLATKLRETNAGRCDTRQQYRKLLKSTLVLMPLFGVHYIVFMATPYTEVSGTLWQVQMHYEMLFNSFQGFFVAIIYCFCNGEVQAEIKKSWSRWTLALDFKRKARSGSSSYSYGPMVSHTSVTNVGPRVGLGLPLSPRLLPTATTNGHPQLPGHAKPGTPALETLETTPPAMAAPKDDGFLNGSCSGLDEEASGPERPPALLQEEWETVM
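HEK-293-derived GP2 cells expressing PTHR1 and a GloSensor cAMP reporter, 3,000/well, plated overnight, given luciferin plus IBMX (each 0.5 mM as added) for 1 h at 37 °C, then compound for 1 h at 37 °C. Luminescence was read after 15 min at room temperature.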
* marks the source's active call; other numbers are inactive results; i = inactive; ? = inconclusive; nt = no result given; [ ] = another dose, or the depositor's remark. Unless noted, the call rests on the fitted dose curve; in most records, active means well fitted curve in the direction sought with a large enough effect; inconclusive means small, poorly fitted or top-dose-only effect, or another doubt; inactive means no such curve, though single readings can be large; an effect the other way counts as inactive or inconclusive.

SMILES	EPAC1 agonist	PLK1 PBD block	PI5P4K alpha inh	IL2 activator	GLP1R cytotox	EPAC1 antagonist	GLP-1R agonist	GLP1R inv ag	PTHR1 ag
COc1ccc(/C=C2\SC(=O)N(CCC(=O)N3CCN(C)CC3)C2=O)cc1	-3%	-1%	3	0.6	-4%	4%	-3%	-4%	i
Cc1nnc(SCC(=O)NCc2ccc3c(c2)OCO3)[nH]c1=O	3%	-2%	nt	1.1	1%	-2%	5%	-9%	-4%[57.5 µM]
COC(=O)CSc1nnc2n1C(C)(C)Cc1ccccc1-2	0%	1%	nt	-2.2	3%	-4%	14%	10%	-7%[57.5 µM]
CCCCn1c(N)c(N2CCOCC2)c(=O)n(CC(=O)NC(C)c2ccccc2)c1=O (configuration not stated)	-4%	-6%	-1	-5.6	9%	-9%	-2%	12%	i
O=C(Nc1ccccc1)C1(c2ccccc2)CC1(Cl)Cl (configuration not stated)	8%	-2%	nt	0.0	-17%	-2%	-4%	-1%	4%[57.5 µM]
COc1cccc(/C=C2/Sc3ccc(C(=O)NCCCN4CCCC4)cc3NC2=O)c1	6%	-1%	-2	2.5	?	3%	23%	?	-1%
COc1ccccc1NC(=O)c1cc(Cl)ccc1NC(=O)c1ccco1	-4%	-3%	2	0.3	-24%	-2%	2%	2%	i
Cc1ccc2c3c([nH]c2c1C)-c1nonc1CC3	0%	1%	0	0.3	-3%	3%	18%	9%	-27%
Cc1c(C(=O)N2CCCC(C)C2)sc2ncnc(N3CCCCC3C)c12 (configuration not stated)	-1%	0%	0	-1.8	-10%	2%	28%	?	-28%
CCc1c(C(=O)NCc2ccc3c(c2)OCO3)[nH]c(C)c1C(C)=O	1%	-7%	0	-2.8	7%	1%	1%	-7%	-3%
O=C(COC(=O)c1cncc(Br)c1)NCC1CCCO1 (configuration not stated)	-2%	-4%	-2	6.9	-6%	2%	-4%	34%[activator]	i
CN(CC(=O)Nc1ccc(F)cc1)C(=O)c1cccc(S(=O)(=O)N2CCN(c3ccccc3)CC2)c1	18%	-5%	3	-0.4	6%	-25%	0%	?	-7%
Cc1cccc(Cc2c(C)nc3nc(SCC(=O)NCc4ccco4)nn3c2C)c1	0%	-5%	0	-2.9	-18%	-1%	4%	-21%	i
CCOC(=O)C1(CC2CCCCO2)CCN(C(=O)Nc2ccccc2CC)CC1 (configuration not stated)	9%	-6%	-1	-0.3	-2%	2%	6%	-22%	-5%
CCC(=O)NCCc1nc2ccccc2n1Cc1ccccc1	7%	1%	2	0.2	-7%	-17%	-2%	-18%	i
CC(C)n1cnc2c(Nc3cccc(F)c3)nc(NCCO)nc21	-14%	-6%	-20	-0.2	?	2%	-5%	13%	7%
CCc1cc2c(=O)n(-c3ccccc3)cnc2s1	-16%	1%	4	1.4	0%	-1%	5%	4%	-32%[inhibitor][57.5 µM]
CCN(CC)C1CC(=O)N(c2ccc(Br)cc2)C1=O (configuration not stated)	-2%	-14%	-14	-1.1	24%	-6%	-18%	3%	-8%
CS(=O)(=O)N(CC(=O)N1CCCC1)c1cccc(Cl)c1Cl	4%	-3%	nt	1.3	-3%	-7%	-3%	5%	i
Cc1ccc(S(=O)(=O)CCC(=O)N(C)c2c(N)n(Cc3ccccc3)c(=O)[nH]c2=O)cc1	8%	-10%	1	-1.2	4%	2%	1%	-7%	?

Reprinted from the part before: 5 compounds, then new ones.
SMILES	EPAC1 agonist	PLK1 PBD block	PI5P4K alpha inh	IL2 activator	GLP1R cytotox	EPAC1 antagonist	GLP-1R agonist	GLP1R inv ag	PTHR1 ag
CC(C)n1cnc2c(Nc3cccc(F)c3)nc(NCCO)nc21	-14%	-6%	-20	-0.2	?	2%	-5%	13%	7%
CCc1cc2c(=O)n(-c3ccccc3)cnc2s1	-16%	1%	4	1.4	0%	-1%	5%	4%	-32%[inhibitor][57.5 µM]
CCN(CC)C1CC(=O)N(c2ccc(Br)cc2)C1=O (configuration not stated)	-2%	-14%	-14	-1.1	24%	-6%	-18%	3%	-8%
CS(=O)(=O)N(CC(=O)N1CCCC1)c1cccc(Cl)c1Cl	4%	-3%	nt	1.3	-3%	-7%	-3%	5%	i
Cc1ccc(S(=O)(=O)CCC(=O)N(C)c2c(N)n(Cc3ccccc3)c(=O)[nH]c2=O)cc1	8%	-10%	1	-1.2	4%	2%	1%	-7%	?
CN(C)c1cccc(NC2=CC(=[N+]3CCOCC3)CC(C)(C)C2)c1	6%	-14%	-3	-4.0	3%	9%	-6%	-11%	-6%
CN(C)c1ccncc1C(=O)Nc1ccc(F)cc1F	12%	-11%	0	-0.1	-10%	-7%	6%	3%	i
CC(O)/C=C/c1ccc2ccccc2n1 (configuration not stated)	0%	-11%	nt	3.1	?	-20%	-11%	0%	-20%
O=C(O)c1cccc(NS(=O)(=O)c2ccc(Cl)c(C(=O)O)c2)c1	14%	-7%	nt	-1.2	-1%	-23%	-14%	0%	-12%[57.5 µM]
Cc1ccc2nc(NC(=O)CSc3nccn3Cc3ccccc3)sc2c1	nt	nt	nt	nt	-8%	nt	14%	?	-44%[inhibitor]
CCc1cccc2sc(NC(=O)C3CC3)nc12	-5%	-7%	8	-2.6	2%	-6%	-5%	?	i
CC1=NN(c2ccc(Cl)cc2)C(=O)/C1=C\c1cccn1-c1ccc(S(N)(=O)=O)cc1	16%	-16%	-1	-0.2	?	-24%	-32%[inhibitor]	?	-69%
Clc1ccc(SCCN2CCNCC2)cc1	-7%	4%	7	0.9	24%	2%	1%	-53%	i
O=C(CNC(=O)c1ccc(F)cc1)Nc1ccccc1C(F)(F)F	9%	1%	3	1.7	4%	-8%	1%	3%	i
O=C1C(Cc2c[nH]c3ccccc23)NC(=S)N1C1CCCCC1 (configuration not stated)	1%	-10%	-1	-0.3	8%	-8%	7%	?	-11%
O=C(Nc1ccccc1)C1CCCN1/C=C/C(=O)C(F)(F)F (configuration not stated)	6%	-26%	1	-0.3	10%[0.307 µM]	2%	-1%	10%[0.307 µM]	-14%
Cc1c(C(C)NC(=O)c2cc(COc3cccc4cnccc34)on2)cnn1C (configuration not stated)	-5%	-2%	4	-0.9	5%	8%	1%	23%	-32%[inhibitor]
CN1C(=O)C(=O)/C(=C(/O)c2ccc(Br)cc2)C1c1cccc([N+](=O)[O-])c1 (configuration not stated)	20%	-12%	0	-0.2	-10%	-24%	10%	6%	-10%
CN1CCN(C(=O)C2=C[C@@H](C(C)(C)C)C[C@@H](OCc3ccc(CO)cc3)O2)CC1	-14%	-6%	3	0.1	-9%	-2%	-3%	19%	10%
COC(=O)Cn1cnc(C(=O)Nc2ccc(C)c(C)c2)n1	-9%	-2%	2	-0.4	-4%	?	-3%	9%	i
CCCCNc1nc(N)nc(-c2cc(Cl)ccc2O)n1	-4%	-2%	9	-0.3	?	-4%	-27%	-55%	-34%[inhibitor]
COc1ccc([C@@H]2[C@@H]3C(=O)N(C(C)(C)C)C(=O)[C@@H]3[C@]3(Cc4ccccc4)C(=O)N(c4cccc(F)c4)C(=O)N23)cc1	-3%	-7%	6	-2.1	0%	-22%	0%	?	-20%
O=C(O)c1ccc2nc(-c3ccco3)c(-c3ccco3)nc2c1	16%	12µM*	?	-0.7	368%[activator]	2%	-1%	13%	-11%
CC1Sc2ccc(S(=O)(=O)N3CCC(C(=O)NCc4ccccc4)CC3)cc2NC1=O (configuration not stated)	-8%	-13%	2	-4.5	-4%	?	11%	?	-16%
CN(C)c1ccccc1C(=O)c1ccccc1N(C)C	7%	8%	1	-2.8	-13%	-8%	19%	?	i
CC1CCCN(C(=O)c2ccc3c(c2)C(=O)N(CCC2=CCCCC2)C3=O)C1 (configuration not stated)	0%	-8%	1	-1.9	0%	?	1%	?	i
COc1ccc(/C=C/C(=O)Nc2ccc3c(c2)OCCO3)cc1OC	-2%	-1%	9	-1.4	3%	9%	22%	-11%	-11%
Cc1cc2c(cc(C(=O)OC(C(=O)NCc3ccco3)C(C)C)n2C)o1 (configuration not stated)	7%	-7%	nt	-2.2	-9%	-6%	6%	?	-11%[57.5 µM]
Cc1ccc2onc(CC(=O)O)c2c1	0%	8%	-5	-0.1	9%	5%	-12%	1%	-1%
O=C(NNC(=O)c1cccs1)c1ccc([N+](=O)[O-])cc1	-1%	-16%	-5	2.3	-4%	-11%	3%	17%	26%
Cc1nc2ccccc2c(=O)n1NC(=O)c1ccc(F)cc1Cl	1%	-5%	nt	-2.9	-17%	7%	-4%	0%	i
CCOC(=O)C1CCCN(C(=O)c2ccc3ncsc3c2)C1 (configuration not stated)	6%	?	0	-1.5	3%	-14%	0%	18%	1%
Nc1ccc2c(c1)N1CCN=C1S2	9%	-17%	nt	0.7	7%	-1%	6%	0%	-8%
O=C(NC1CCCCC1)C(c1ccco1)N(C(=O)c1csnn1)C1CCCC1 (configuration not stated)	-1%	2%	-1	-0.4	-20%	2%	-2%	?	i
Nc1ccccc1OCP(=O)(c1ccccc1)c1ccccc1	6%	4%	-2	1.0	6%	6%	10%	1%	-20%

Individual results from the entries so far.
EPAC1 antagonist with O=C(NC1CCCCC1)C(c1ccco1)N(C(=O)c1csnn1)C1CCCC1 (configuration not stated) stands at 2%
GLP1R cytotox with CN(C)c1ccccc1C(=O)c1ccccc1N(C)C stands at -13%

The list is partial; the hit share may differ from the screen's.
